Screens: PubChem BioAssay, The Scripps Research Institute Molecular Screening Center
SRC1 TRFRET art – TR-FRET detection interference compounds, primary screen, artefact control for PPARgamma SRC-1 recruitment agonists, biochemical, TR-FRET emission ratio | TR-FRET detection artefact counter-screen; stronger effect = higher value | TR-FRET ratio at 8 µM | 99,000 compounds, 0.34% hits; in the data active means TR-FRET ratio above about 2300; further: inactives centre near 1800
SRC3 TRFRET art – TR-FRET detection interference compounds, artefact control for PPARgamma SRC-3 recruitment agonists, biochemical, TR-FRET ratio. TR-FRET artefact counter-screen, PPARgamma/SRC-3 format; stronger effect = higher value. TR-FRET ratio at 8 µM. 99,000 compounds, 0.39% hits; in the data active means TR-FRET ratio above about 2000; further: inactives centre near 1600
Starred values were filed as active, the others as inactive. Not all compounds are listed; rates above refer to the full screens.

SMILES	SRC1 TRFRET art	SRC3 TRFRET art
COc1ccc(C2CC(c3ccccc3)=NN2C(=O)CN2N=NC3C(=O)N(c4cccc(F)c4)C(=O)C32)cc1 (stereo unspecified)	1916	1507
CC(C)N(C)C(=O)CCc1nnc(CCc2c[nH]c3ccccc23)o1	1484	1403
COCCCNC(=O)c1cccc(NC(=O)c2ccccc2)c1	1635	1611
Cc1cc(Cl)ccc1OCC(=O)NNC(=O)C1CCCO1 (stereo unspecified)	1929	1531
O=[N+]([O-])c1ccc(NC2CCCC2)cc1	1426	1330
Cc1ccc(CN2CCN(Cc3nc(C(C)C)cs3)CC2CCO)cc1 (stereo unspecified)	1516	1468
Cc1cc(NC(=O)COC(=O)COc2ccc3c4c(c(=O)oc3c2)CCC4)no1	1662	1478
CCOc1ccc2nc(SCC(=O)NC3CCCc4ccccc43)sc2c1 (stereo unspecified)	1467	1610
COc1ccc(NC(=O)Nc2ccc3c(c2)CCC3)cc1OC	1980	1475
O=C(/C=C/c1ccc(Cl)cc1)Nc1ccc(N2CCOCC2)cc1	1883	1613
Cc1onc(C(=O)Nc2cccnc2Cl)c1[N+](=O)[O-]	1587	1627
OCCC1CN(Cc2ccc3c(c2)CCO3)CCN1C1CCCC1 (stereo unspecified)	1769	1407
COc1ccc(CN(C)C2c3ccccc3-c3ccccc32)cc1	1944	1702
Cc1cccc(-c2noc(-c3ccoc3C)n2)c1	1735	1577
CCOC(=O)c1sc2ncn(/N=C/c3ccc(O)c(OC)c3)c(=O)c2c1C	1909	1676
COc1ccccc1CNC(=O)C/C(C)=N/NC(=O)Cc1ccc(OC)c(OC)c1	1690	1579
CN(C)S(=O)(=O)c1cccc(C(=O)OCC(=O)NCc2ccc3c(c2)OCO3)c1	1979	1709
COC(=O)C1=C(C)NC(C)=C([N+](=O)[O-])C1c1ccccc1C(F)(F)F (stereo unspecified)	1773	1509
CCCc1cc(=O)oc2cc(OCC(=O)N(C)C)c(Cl)cc12	2196	1782
CN(C)NC(=O)C(NC(=O)c1ccccc1)C12CC3CC(CC(C3)C1)C2 (stereo unspecified)	1873	1375
CN(C)C=NC(=O)c1cn(-c2ccc(F)cc2)c(=O)c2ccccc12	1665	1583
COc1ccc(-n2c(Cc3cccn3C)nnc2SCC(=O)Nc2ccc(C)cc2C)cc1	1681	1640
Cc1nn(-c2ccccc2)c(Cl)c1/C=N/O	2042	1628
O=C(CCNS(=O)(=O)c1ccc(Cl)cc1)N1CCN(Cc2ccccc2)CC1	1815	1617
COc1cc(CCC(=O)OCC(=O)NCc2ccccc2)cc(OC)c1OC	2155	1474
O=C1CCC/C(=N\NC(=O)COc2ccc(Cl)cc2)C1	1856	1522
COc1ccc(N/C=C\C(=O)c2ccc(Br)cc2)cc1OC	1812	1708
Cc1onc(-c2ccccc2)c1C(=O)OCC(=O)Nc1cc(S(=O)(=O)N2CCOCC2)ccc1Cl	1988	1621
CC(=O)c1cn(C)c(=O)n(C)c1=O	1644	1460
Cc1ccc2nc(NC(=O)C3CCN(S(=O)(=O)c4cc([N+](=O)[O-])ccc4Cl)CC3)sc2c1	1873	1657
Cc1cc([N+](=O)[O-])ccc1NC1CCCC1	1913	1766
O=C1c2c(O)cc(O)cc2O[C@H](c2ccc(O)c(O)c2)[C@H]1O	1663	1514
COc1ccc(/C=C/C(=O)Nc2cc(S(=O)(=O)N3CCOCC3)ccc2C)cc1OC	1854	1531
CCCNC(=O)c1ccc(Cn2cc(C(F)(F)F)ccc2=O)cc1	1817	1490
Cc1ccc(NC(=O)CCCSc2nc3ccccc3[nH]2)cc1	1985	1647
O=C(COC(=O)c1ccc(O)cc1)NCCCc1ccccc1	1853	1499
COc1ccc(-c2c(C#N)c(N)nc3c2CCC3)cc1	1789	1499
Cc1oc(-c2cccc(C(F)(F)F)c2)nc1CN1CCOCC1	1902	1535
CC(C)Oc1cc(O)c2c(=O)c(-c3ccc(O)cc3)coc2c1	1874	1492
Cc1ccccc1-c1cc2nc(-c3ccc([N+](=O)[O-])cc3)cc(=O)n2[nH]1	1667	1686
CCOC(=O)Cn1c(C)[n+](C)c2cc(Cl)c(Cl)cc21	1640	1319
COc1ccccc1N1CCN(C(=O)/C=C/c2cccs2)CC1	2061	1696
Cc1ccc(-c2nnn(CC(=O)N(c3ccccc3)C(C(=O)NCC3CCCO3)c3ccc(F)cc3)n2)o1 (stereo unspecified)	1567	1491
Cc1ccc(CC(=S)N2CCOCC2)cc1	1996	1686
CCOc1cc(OCC)cc(C(=O)NCCCN2CCOCC2)c1	1903	1778
COc1ccc2oc(-c3ccc(NC(=O)c4ccc(N5CCOCC5)c([N+](=O)[O-])c4)cc3)nc2c1	1467	1383
O=C(Nc1cccc(F)c1)C1CCN(C(=O)Cc2ccccc2)CC1	2060	1595
Cc1cc(C)nc(N/N=C/c2cccc(Cl)c2)n1	1924	1510

Part of the list above in order of length of the SMILES, rising.
SMILES	SRC1 TRFRET art	SRC3 TRFRET art
Cc1ccc(CC(=S)N2CCOCC2)cc1	1996	1686
Cc1cc([N+](=O)[O-])ccc1NC1CCCC1	1913	1766
Cc1cc(C)nc(N/N=C/c2cccc(Cl)c2)n1	1924	1510
COc1ccc(-c2c(C#N)c(N)nc3c2CCC3)cc1	1789	1499
CCOc1cc(OCC)cc(C(=O)NCCCN2CCOCC2)c1	1903	1778
Cc1ccc(NC(=O)CCCSc2nc3ccccc3[nH]2)cc1	1985	1647
Cc1oc(-c2cccc(C(F)(F)F)c2)nc1CN1CCOCC1	1902	1535
CCOC(=O)Cn1c(C)[n+](C)c2cc(Cl)c(Cl)cc21	1640	1319
CCCNC(=O)c1ccc(Cn2cc(C(F)(F)F)ccc2=O)cc1	1817	1490
O=C(Nc1cccc(F)c1)C1CCN(C(=O)Cc2ccccc2)CC1	2060	1595
O=C1c2c(O)cc(O)cc2O[C@H](c2ccc(O)c(O)c2)[C@H]1O	1663	1514
COc1ccc(/C=C/C(=O)Nc2cc(S(=O)(=O)N3CCOCC3)ccc2C)cc1OC	1854	1531
Cc1ccccc1-c1cc2nc(-c3ccc([N+](=O)[O-])cc3)cc(=O)n2[nH]1	1667	1686
Cc1ccc(-c2nnn(CC(=O)N(c3ccccc3)C(C(=O)NCC3CCCO3)c3ccc(F)cc3)n2)o1 (stereo unspecified)	1567	1491
COc1ccc2oc(-c3ccc(NC(=O)c4ccc(N5CCOCC5)c([N+](=O)[O-])c4)cc3)nc2c1	1467	1383

(further entries)
SMILES	SRC1 TRFRET art	SRC3 TRFRET art
CCOc1ccccc1C1C2=C(COC2=O)Nc2cc3c(cc21)OCO3 (stereo unspecified)	1956	1727
COc1ccc(N2CC(C(=O)Nc3nnc(SCC(=O)c4ccccc4)s3)CC2=O)cc1 (stereo unspecified)	1965	1667
O=C(O)C(Cc1ccccc1)N1C(=O)/C(=C/c2cccs2)SC1=S (stereo unspecified)	2001	1623
CCO[C@@H]1OC(C(=O)Nc2ccccc2)=C[C@H](C2CC2)[C@H]1CCCO	1760	1497
O=C(C1=C[C@@H](c2ccc3c(c2)OCO3)C[C@@H](OCCCCO)O1)N1CCOCC1	1487	1520
CCN(C(=O)COC(=O)c1c(C)noc1C)C1CCS(=O)(=O)C1 (stereo unspecified)	1792	1426
C=CCNC(=O)COC(=O)c1ccc(Sc2nncn2C)c([N+](=O)[O-])c1	1704	1744
O=C(Nc1cccnc1)c1ccc(C(=O)Nc2cccnc2)cc1	1902	1476
CC(C)=CCCC(C)CN1CCC(N2CCC(C(=O)N3CCOCC3)CC2)CC1 (stereo unspecified)	1729	1756
CN(C)C(=O)CSc1n[nH]c(-c2ccco2)n1	1551	1479
Cc1ccc(C(=O)CSc2nnc(C(C)C)n2C)cc1C	1988	1612
O=C(CCNC(=O)Cn1ccc2ccccc2c1=O)NCCC1=CCCCC1	1875	1636
C#CCNC(=O)C1=C[C@@H](c2ccc3c(c2)OCO3)[C@H](CCCO)[C@@H](OCC)O1	1721	1421
O=C(c1cc(-c2cccc(O)c2)on1)N1CCCCC1	1822	1364
CCc1cccc(CC)c1NC(=O)COC(=O)C1(C)CC1(Cl)Cl (stereo unspecified)	2088	1461
O=C(CSc1nc2ccccc2s1)NNC(=S)Nc1ccc(Cl)cc1	1866	1674
COc1ccc2cc(C3(C)NC(=O)N(CC(=O)Nc4c(C)n(C)n(-c5ccccc5)c4=O)C3=O)ccc2c1 (stereo unspecified)	1515	1458
CCc1cccc2c(C(=O)CSc3nncn3-c3ccccc3OC)c[nH]c12	1768	1472
CC(=O)N/N=C/c1cc(C)n(-c2ccc(Br)cc2)c1C	1676	1637
O=C(COc1cccnc1[N+](=O)[O-])NC1CCS(=O)(=O)C1 (stereo unspecified)	1665	1743
CCCCNC(=S)N/N=C1\CCCCc2ccccc21	2044	1592
CCN1CCN(C(=O)/C(C#N)=C/c2ccc(OC(F)F)cc2)CC1	2033	1445
COc1ccc(C2CC(c3cccs3)=NN2C(=O)COC(=O)c2cc3ccccc3cc2O)cc1OC (stereo unspecified)	1676	1603
CCN(c1ccccc1)S(=O)(=O)c1ccc2[nH]c(=O)[nH]c2c1	1729	1483

Entries above that have bromine:
SMILES	SRC1 TRFRET art	SRC3 TRFRET art
COc1ccc(N/C=C\C(=O)c2ccc(Br)cc2)cc1OC	1812	1708
CC(=O)N/N=C/c1cc(C)n(-c2ccc(Br)cc2)c1C	1676	1637

The list continues.
SMILES	SRC1 TRFRET art	SRC3 TRFRET art
CC(C)C(OC(=O)c1cccs1)C(=O)NCc1ccc2c(c1)OCO2 (stereo unspecified)	1795	1657
CCOc1ccc(NC2=NC(C(=O)NCc3ccccc3)CC(=O)N2)cc1 (stereo unspecified)	1860	1529
Cc1ccc(C)c(S(=O)(=O)N2CCCOC2CNC(=O)C(=O)NCCCn2ccnc2)c1 (stereo unspecified)	1701	1520
Cc1ccsc1C(=O)N/N=C/c1ccc([N+](=O)[O-])cc1	1834	1605
S=C(NC1CCCCC1)N1CCc2ccccc2C1	1872	1538
O=C(N/N=C/c1cc(Br)c(Br)o1)C(O)c1ccccc1 (stereo unspecified)	1914	1554
CCc1ccccc1NC1Nc2cc(C)nn2S1 (stereo unspecified)	1784	1529
COCCNC(C)C(=O)C12CC3CC(CC(C3)C1)C2 (stereo unspecified)	1618	1490
Cc1cc(C(=O)Nc2c(C)nn(Cc3ccc(Cl)cc3)c2C)no1	1890	1594
CCOCC(=O)Nc1ccccc1C(=O)O	1647	1677
CC(C)(C)NS(=O)(=O)c1ccc2nc(NC(=O)c3ccc(N4C(=O)CCC4=O)cc3)sc2c1	1600	1489
CC1=Nc2ccccc2/C1=C/c1sc(=S)n(-c2cccc(C(=O)O)c2)c1O	1847	1435
CC(C)(C)NC(=O)CCCSc1nc2ccccc2s1	1737	1530
CN(C)CCCNC(=O)c1ccc(/C=N/O)nc1	1554	1510
CC1CCc2c(sc3ncn(Cc4ccc(C(=O)O)cc4)c(=O)c23)C1 (stereo unspecified)	1988	1649
O=C(NCc1cccnc1)c1cc(Sc2ccc(F)cc2F)nc2ccccc12	1901	1527
CCC(C)(C)NC(=O)C(c1ccccn1)N(C(=O)c1csnn1)C1CCCCC1 (stereo unspecified)	1652	1826
Cc1ccc(S(=O)(=O)N(C)Cc2ccc(C(=O)N/N=C/c3ccc(OC(F)F)cc3OC(F)F)cc2)cc1	1658	1402
Cc1csc(SCC(=O)NCc2ccccc2)n1	1641	1659
CC(C)c1cc(C(=O)N2CCN(C(c3ccccc3)c3ccccc3)CC2)no1	1944	1619
CC(Sc1ccc2nnc(-c3ccc(F)cc3)n2n1)C(=O)O (stereo unspecified)	1711	1562
COc1ccc(-c2nn(-c3ccccc3C)cc2CNCCc2cnc[nH]2)cc1F	1849	1441
CCn1cc(CN2CCc3c([nH]c4ccccc34)C2c2cccc(OC)c2OC)c(C)n1 (stereo unspecified)	1706	1720
Cc1ccc(/C=C2\C(=O)Nc3ccccc32)o1	1289	1453
O=C(Nc1ccc(Br)cc1)c1cccc(S(=O)(=O)Nc2cnc3ccccc3c2)c1	1672	1729
Cc1ccc(S(=O)(=O)CCC(=O)NCc2ccc(Cl)cc2)cc1	1798	1478
COCCNC(=O)CSC1=N/C(=C/c2ccc(Cl)c(Cl)c2)C(=O)N1c1ccccc1F	2003	1705
COc1ccc(CCCC(=O)Nc2ccccc2F)cc1	1800	1577
O=C(Cn1nnc2ccccc21)c1cccc([N+](=O)[O-])c1	1916	1580
CCCC(=O)n1nc(-c2cccnc2)nc1NCc1cccs1	1816	1631
CCOc1ccc(CN2CCN(Cc3cccn3-c3ncccn3)CC2CCO)cc1 (stereo unspecified)	1666	1409
N#Cc1nc(-c2ccc(F)cc2)oc1NCc1cccc2c1OCO2	1605	1541
NC(=O)c1ccccc1NS(=O)(=O)c1ccc(F)cc1	1671	1650
Cc1cccnc1NC1CCCCC1	1907	1494
Cc1cc(C)c(C(=O)Nc2ccc(Br)c(C(F)(F)F)c2)c(C)c1	1646	1577
CC(C)C(=O)NC(=S)/C=C1/N(C)c2ccccc2C1(C)C	1591	1757
CC1(C(=O)O)C=CC2(CCCCC2)N1C(=O)c1ccccc1 (stereo unspecified)	1879	1776
CN(N)C(=S)Nc1ccc(F)cc1	1782	1512
CCCCCCCOC(=O)c1nc(Cl)c(Cl)c(N)c1Cl	1739	1546
Cc1ccc(NC(=O)c2cc(N3C(=O)CCC3=O)ccc2N2CCCCC2)cc1	1682	1276
COc1cc(Nc2cc(C)nc3ncnn23)cc(OC)c1	1886	1617
Cc1cc(C)n(-c2ccc(Cl)c(C(=O)O)c2)n1	1459	1497
O/N=C/c1nc2cc(Cl)ccc2o1	1551	1369
CCOc1ccc(C(=O)Nc2ccc(N3CCN(C)CC3)cc2)cc1[N+](=O)[O-]	2053	1624
O=C(O)c1cc(-c2ccc(O)cc2)on1	1930	1652
Cc1ccccc1NC(=S)NC(NC(=O)c1ccco1)C(Cl)(Cl)Cl (stereo unspecified)	1980	1543
O=C(Nc1cc([N+](=O)[O-])ccc1F)c1cccs1	1717	1644
CC(C)CN(C(=O)CN1CCN(S(=O)(=O)c2ccc3ccccc3c2)CC1)c1c(N)n(CC(C)C)c(=O)[nH]c1=O	1607	1427
